Bioassay records (PubChem BioAssay)
STK33 kin inh: STK33 kinase inhibitors, primary screen, biochemical, luminescence, ADP-Glo, MBP substrate. AID 2322, 2010. Serine/threonine-protein kinase 33 (Homo sapiens), Q9BYT3. inhibition, % at 12.5 µM. actives 0.44% (n = 27,000); in the data active means inhibition above about 20%
Target sequence (Q9BYT3 whole entry, looked up): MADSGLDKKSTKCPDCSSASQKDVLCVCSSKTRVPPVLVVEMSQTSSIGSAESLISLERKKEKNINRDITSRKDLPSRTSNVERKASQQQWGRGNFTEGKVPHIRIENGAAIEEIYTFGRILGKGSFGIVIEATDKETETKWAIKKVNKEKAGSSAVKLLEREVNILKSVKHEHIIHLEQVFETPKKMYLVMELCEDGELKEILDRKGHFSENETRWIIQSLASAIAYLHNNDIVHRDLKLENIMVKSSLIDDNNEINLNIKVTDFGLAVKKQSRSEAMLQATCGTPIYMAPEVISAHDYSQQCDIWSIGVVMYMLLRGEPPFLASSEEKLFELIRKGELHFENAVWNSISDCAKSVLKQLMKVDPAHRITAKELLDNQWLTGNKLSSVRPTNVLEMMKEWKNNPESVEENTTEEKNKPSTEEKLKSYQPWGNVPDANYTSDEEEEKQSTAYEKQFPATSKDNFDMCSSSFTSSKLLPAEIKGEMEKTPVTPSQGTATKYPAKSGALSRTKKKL
p53 PUMA act: mutant p53 pathway re-activators, primary screen, cell-based, SW480, luciferase, single point, HTS; SW480 PUMA-promoter luciferase, p53 mutant reactivation; activation, % at 9.98 µM; actives 1.5% (n = 28,000); AID 624151, 2012; in the data active means activation above about 52%
Starred values were filed as active, the others as inactive; . = not tested or not shown; & = joins results of further samples.

Start of the data: the first 13 records, ahead of the listing:
Screens in order: STK33 kin inh	p53 PUMA act
C[C@H]1CN([C@@H](C)CO)C(=O)Cc2cc(NC(=O)C3CCCCC3)ccc2O[C@H]1CN(C)S(=O)(=O)c1ccc(F)cc1
  0	.
C[C@H]1CN([C@@H](C)CO)C(=O)c2cccc(NC(=O)C3CCOCC3)c2O[C@H]1CN(C)CC1CC1
  .	1
COc1cccc(NC(=O)CC2NC3CCCCC3NC2=O)c1 (stereo not drawn)
  -2	1
Cc1ccc2nc(-c3cccc(NC(=O)COc4ccccc4C)c3)oc2c1
  -4	46
C[C@H]1CCCCO[C@H](CN(C)Cc2ccncc2)[C@@H](C)CN([C@@H](C)CO)C(=O)c2cc(N(C)C)ccc2O1
  .	4
COc1ccc(NC(=O)Nc2cccc3c2O[C@@H](CN(C)S(=O)(=O)c2ccc(OC)cc2)[C@@H](C)CN([C@H](C)CO)C3=O)cc1
  .	0
C=CCNC(=O)[C@H]1[C@@H]2C(=O)O[C@@H](c3ccccc3)[C@@H](c3ccccc3)N2[C@@H](c2ccccc2OCCO)[C@]12C(=O)Nc1ccc(C#CCNC(N)=O)cc12
  11	.
C[C@@H]1CN([C@@H](C)CO)C(=O)c2cc(-c3cccc(C#N)c3)cnc2O[C@@H]1CN(C)C(=O)c1ccccn1
  .	7
CCCCn1cc(C2CC(=O)N(c3ccc(Br)cc3)C2=O)c2ccccc21 (stereo not drawn)
  .	-7
Cc1ccc([N+](=O)[O-])cc1NC(=O)CN(Cc1ccccc1)S(C)(=O)=O
  0	-9
CCCN(C)C[C@H]1OCCCC[C@@H](C)Oc2ccc(NS(=O)(=O)c3cccs3)cc2C(=O)N([C@H](C)CO)C[C@@H]1C
  .	0
COc1nc(NCCc2ccc(OC)c(OC)c2)nc(OC)n1
  3	22
Cc1ccc(S(=O)(=O)N(C)C[C@H]2OCCCC[C@@H](C)Oc3ccc(NS(=O)(=O)c4c(C)noc4C)cc3C(=O)N([C@H](C)CO)C[C@@H]2C)cc1
  -2	.

The list itself, previewed entries included:
Screens in order: STK33 kin inh	p53 PUMA act
C[C@H]1CN([C@@H](C)CO)C(=O)Cc2cc(NC(=O)C3CCCCC3)ccc2O[C@H]1CN(C)S(=O)(=O)c1ccc(F)cc1
  0	.
C[C@H]1CN([C@@H](C)CO)C(=O)c2cccc(NC(=O)C3CCOCC3)c2O[C@H]1CN(C)CC1CC1
  .	1
COc1cccc(NC(=O)CC2NC3CCCCC3NC2=O)c1 (stereo not drawn)
  -2	1
Cc1ccc2nc(-c3cccc(NC(=O)COc4ccccc4C)c3)oc2c1
  -4	46
C[C@H]1CCCCO[C@H](CN(C)Cc2ccncc2)[C@@H](C)CN([C@@H](C)CO)C(=O)c2cc(N(C)C)ccc2O1
  .	4
COc1ccc(NC(=O)Nc2cccc3c2O[C@@H](CN(C)S(=O)(=O)c2ccc(OC)cc2)[C@@H](C)CN([C@H](C)CO)C3=O)cc1
  .	0
C=CCNC(=O)[C@H]1[C@@H]2C(=O)O[C@@H](c3ccccc3)[C@@H](c3ccccc3)N2[C@@H](c2ccccc2OCCO)[C@]12C(=O)Nc1ccc(C#CCNC(N)=O)cc12
  11	.
C[C@@H]1CN([C@@H](C)CO)C(=O)c2cc(-c3cccc(C#N)c3)cnc2O[C@@H]1CN(C)C(=O)c1ccccn1
  .	7
CCCCn1cc(C2CC(=O)N(c3ccc(Br)cc3)C2=O)c2ccccc21 (stereo not drawn)
  .	-7
Cc1ccc([N+](=O)[O-])cc1NC(=O)CN(Cc1ccccc1)S(C)(=O)=O
  0	-9
CCCN(C)C[C@H]1OCCCC[C@@H](C)Oc2ccc(NS(=O)(=O)c3cccs3)cc2C(=O)N([C@H](C)CO)C[C@@H]1C
  .	0
COc1nc(NCCc2ccc(OC)c(OC)c2)nc(OC)n1
  3	22
Cc1ccc(S(=O)(=O)N(C)C[C@H]2OCCCC[C@@H](C)Oc3ccc(NS(=O)(=O)c4c(C)noc4C)cc3C(=O)N([C@H](C)CO)C[C@@H]2C)cc1
  -2	.
COc1ccc(OC(C)C(=O)Nc2ccncc2)cc1 (stereo not drawn)
  -1	-18
C[C@@H]1CN([C@@H](C)CO)C(=O)Cc2cc(NS(=O)(=O)c3cn(C)cn3)ccc2O[C@@H]1CN(C)Cc1ccncc1
  -1	.
Cc1noc(C)c1NC(=O)Nc1ccc2c(c1)C(=O)N([C@@H](C)CO)C[C@H](C)[C@H](CN(C)Cc1ccc(C(F)(F)F)cc1)O2
  -1	.
CC1CCc2c(sc3ncnc(SCCO)c23)C1 (stereo not drawn)
  -3	18
C=C1C2=C(O[C@H](/C(C)=C/C(C)CC(C)CC)[C@@H](O)[C@@H]2O)C(=O)N1OC (stereo partly drawn)
  4	-21
C[C@@H]1CN([C@@H](C)CO)C(=O)c2cccc(NC(=O)c3ccncc3)c2O[C@@H]1CN(C)C(=O)Nc1ccccc1
  .	4
C[C@H](CO)N1C[C@H](C)[C@@H](CN(C)Cc2ccc(C(F)(F)F)cc2)Oc2ccc(NS(=O)(=O)c3ccc(F)cc3)cc2C1=O
  -1	.
COc1ccc(CN(C)C[C@H]2Oc3c(NS(=O)(=O)c4cn(C)cn4)cccc3C(=O)N([C@H](C)CO)C[C@@H]2C)cc1
  .	7
Cc1cc(Cl)ccc1OC(C)C(=O)Nc1cccc(NC(=O)c2ccco2)c1 (stereo not drawn)
  -4	0
C[C@@H]1CN([C@H](C)CO)C(=O)c2cc(NC(=O)Nc3ccc(C(F)(F)F)cc3)ccc2O[C@@H](C)CCCCO[C@H]1CN(C)Cc1ccc2c(c1)OCO2
  .	-76
C[C@@H]1CN([C@H](C)CO)C(=O)c2cc(NC(=O)Nc3ccc(C(F)(F)F)cc3)ccc2O[C@@H]1CN(C)C(=O)NC1CCCCC1
  .	-56
C[C@@H]1CN([C@H](C)CO)C(=O)Cc2cc(NC(=O)Nc3ccccc3)ccc2O[C@H]1CN(C)S(=O)(=O)c1cccs1
  -2	.
Cc1ccc(S(=O)(=O)Nc2ccc3c(c2)C(=O)N([C@H](C)CO)C[C@H](C)[C@H](CN(C)C(=O)Nc2ccc(C(F)(F)F)cc2)O3)cc1
  0	-9
C[C@@H]1CN([C@@H](C)CO)C(=O)c2cc(NC(=O)Cc3ccccc3)ccc2O[C@H]1CN(C)C(=O)Nc1ccccc1
  .	2
Cc1ccc(S(=O)(=O)Nc2ccc3c(c2)C(=O)N([C@H](C)CO)C[C@@H](C)[C@H](CN(C)S(=O)(=O)c2ccc(Cl)cc2)O3)cc1
  0	.
N#CC1=C(SCC(=O)Nc2cccc3cccnc23)NC(=O)C(C#N)C12CCCCC2 (stereo not drawn)
  -1	-11
CC(C)(CO)NCc1ccc(-c2ccccc2)o1
  0	6
CCC1=C(C)CN(C(=O)NCCc2ccc(S(=O)(=O)NC(=O)NC3CCC(C)CC3)cc2)C1=O (stereo not drawn)
  1	3&-8
CC(C)[C@H]1COC(c2cccc(C3=N[C@@H](C(C)C)CO3)n2)=N1
  -3	.
C[C@H](CO)N1C[C@H](C)[C@H](CN(C)C)Oc2c(NS(=O)(=O)c3cn(C)cn3)cccc2C1=O
  .	-7
O=C(CSc1nc(O)cc(=O)n1-c1ccccc1)N1CCc2ccccc21
  -1	-14
Cc1onc(-c2c(F)cccc2Cl)c1C(=O)NCC1COc2ccccc2O1 (stereo not drawn)
  3	7
COc1ccc(NC(=O)CN(c2ccc(F)c(Cl)c2)S(C)(=O)=O)cc1Cl
  1	-1
C[C@H](CO)N1C[C@H](C)[C@@H](CN(C)S(=O)(=O)c2ccc(Cl)cc2)Oc2ccc(NS(C)(=O)=O)cc2C1=O
  .	2
C[C@@H]1CN([C@H](C)CO)C(=O)c2cccc(NC(=O)c3nc4ccccc4s3)c2O[C@@H]1CN(C)Cc1ccncc1
  .	-9
COc1ccc(-c2nc3cc(NC(=O)COc4ccc([N+](=O)[O-])cc4)ccc3o2)cc1Cl
  -2	-14
CC(C)(c1ccc(NS(=O)(=O)C(F)(F)F)cc1)c1ccc(C(C)(C)c2cccc(NS(=O)(=O)C(F)(F)F)c2)cc1
  -5	-17
C[C@H]1CN([C@@H](C)CO)C(=O)Cc2cc(NC(=O)Cc3cn(C)c4ccccc34)ccc2O[C@@H]1CN(C)S(=O)(=O)c1ccc(F)cc1
  2	.
COc1ccc(NC(=O)C2CCCN2S(=O)(=O)c2ccc(F)cc2)cc1 (stereo not drawn)
  -2	.
COc1ccc(S(=O)(=O)N(C)C[C@@H]2OCCCC[C@@H](C)Oc3ccc(NS(=O)(=O)c4cn(C)cn4)cc3C(=O)N([C@H](C)CO)C[C@@H]2C)cc1
  2	.
COc1ccc(CN(C)C[C@@H]2Oc3ccc(NS(=O)(=O)c4ccccc4)cc3CC(=O)N([C@@H](C)CO)C[C@@H]2C)cc1
  0	.
CN(c1ccc(OCC(=O)O)cc1)S(=O)(=O)c1ccc(F)cc1
  0	-1
C=C1C(=O)OC2/C=C(\CO)C(OC(C)=O)C/C=C(/C)CC(OC(=O)/C(C)=C\CO)C12 (stereo not drawn)
  6	.
CCn1c(SCC(=O)Nc2ccc(C(N)=O)cc2)nnc1-c1ccco1
  -3	6
Cn1nnnc1SCC(=O)Nc1ccc([N+](=O)[O-])cc1
  5	9
Cc1noc(C)c1S(=O)(=O)Nc1ccc2c(c1)CC(=O)N([C@H](C)CO)C[C@H](C)[C@H](CN(C)Cc1ccc(Oc3ccccc3)cc1)O2
  9	9
C[C@H](CO)N1C[C@H](C)[C@@H](CN(C)S(=O)(=O)c2cccs2)Oc2ccc(NC(=O)Cc3cn(C)c4ccccc34)cc2CC1=O
  .	-28

Next part.
molecule	STK33 kin inh	p53 PUMA act
CC(C)c1cc(Br)ccc1NC(=O)CSc1n[nH]c(-c2ccc(Cl)cc2)n1	1	-10
C[C@@H]1CCCCO[C@@H](CN(C)S(=O)(=O)c2cccs2)[C@H](C)CN([C@H](C)CO)C(=O)c2cc(NC(=O)Nc3ccc(C(F)(F)F)cc3)ccc2O1	.	-58
COc1ccc(CN(C)C[C@H]2Oc3ccc(NS(=O)(=O)c4cn(C)cn4)cc3C(=O)N([C@@H](C)CO)C[C@@H]2C)cc1	0	.
Cc1ccc(F)cc1NC(=O)CSc1nnnn1-c1ccccc1	-2	12
Cc1ccccc1-c1nnc(SCC(=O)Nc2cc(C(F)(F)F)ccc2N2CCOCC2)o1	6	-11
Cc1ccc(Cn2nc(C(=O)Sc3cccc(Cl)c3Cl)cc2C)cc1	-2	.
CCOC(=O)c1cnc2oc3ccc(O)cc3c2c1-c1ccccc1	4	-3
C[C@@H]1CN([C@H](C)CO)C(=O)Cc2cc(NC(=O)Nc3cccc4ccccc34)ccc2O[C@H]1CN(C)C(=O)Nc1ccc(C(F)(F)F)cc1	-3	.
COc1ccc(S(=O)(=O)N(C)C[C@@H]2Oc3c(NC(=O)c4ccncc4)cccc3C(=O)N([C@H](C)CO)C[C@@H]2C)cc1	.	0
Cc1noc(C)c1S(=O)(=O)Nc1ccc2c(c1)C(=O)N([C@@H](C)CO)C[C@H](C)[C@H](CN(C)C(=O)Cc1ccccc1)OCCCC[C@H](C)O2	.	-16
COc1cccc(CN(C)C[C@@H]2OCc3cnnn3CCCC(=O)N([C@H](C)CO)C[C@@H]2C)c1	2	.
C[C@@H]1CN([C@H](C)CO)C(=O)c2c(c3ccccc3n2C)-c2ccccc2CO[C@H]1CN(C)C(=O)CCN(C)C	.	13
CN(Cc1cc(Br)cc(Br)c1N)C1CCCCC1	-2	.
CSc1ccccc1NC(=O)C(C)n1nc([N+](=O)[O-])c(Br)c1C (stereo not drawn)	-2	3
Cn1c(SCC(=O)N2CCc3ccccc32)nnc1-c1ccc(NC(=O)c2ccccc2Br)cc1	6	16
COc1ccc(NC(=O)Nc2ccc3c(c2)CC(=O)N([C@H](C)CO)C[C@H](C)[C@H](CN(C)Cc2ccc(C(F)(F)F)cc2)O3)cc1	-1	.
COc1ccc(C#Cc2ccc3c(c2)O[C@@H](CN(C)C(=O)CN2CCOCC2)[C@@H](C)CN([C@@H](C)CO)S3(=O)=O)cc1	.	-10
CCCc1c(C(=O)OCC)[nH]c2c1C(=O)CC(C)(C)C2	.	5
CC(C)C#Cc1ccc2c(c1)O[C@@H](CN(C)CC1CC1)[C@@H](C)CN([C@@H](C)CO)S2(=O)=O	.	-6
Cc1nc(C)c(C(=O)C2C(=O)C(=O)N(CCCN3CCOCC3)C2c2ccncc2)s1 (stereo not drawn)	-3	7
CO/N=C(\C(=O)N[C@@H]1C(=O)N2C(C(=O)O)=C(COC(C)=O)CS[C@H]12)c1csc(N)n1	-3	-1
COc1cc(CNC23CC4CC(C)(CC(C)(C4)C2)C3)cc(Br)c1OCC(N)=O	-2	-8
CCN(CC(=O)Nc1ccccc1OC)S(=O)(=O)c1ccc2ccccc2c1	-2	-7
C[C@@H]1CCCCO[C@@H](CN(C)C(=O)c2ccncc2)[C@@H](C)CN([C@H](C)CO)C(=O)c2cc(NC(=O)NC3CCCCC3)ccc2O1	-4	.
CS(=O)(=O)N(CC(=O)Nc1c(F)cccc1F)c1ccc(Oc2ccccc2)cc1	0	5
COc1cc(F)ccc1S(=O)(=O)NC1CC(C)(C)NC(C)(C)C1	-1	4
Cc1cccc(CN(C)C[C@H]2OCc3cn(nn3)CCCC(=O)N([C@@H](C)CO)C[C@@H]2C)c1	-4	.
C[C@@H]1CN([C@@H](C)CO)C(=O)Cc2cc(NS(=O)(=O)c3ccc(F)cc3)ccc2O[C@@H]1CN(C)Cc1ccc(Cl)c(Cl)c1	5	.

The list is partial, so the mix of outcomes need not match the whole.
